# Screening results: PubChem BioAssay, University of Kansas High Throughput Screening Laboratory
# mHTT CaM bind = mutant huntingtin-calmodulin interaction inhibitors – biochemical, AlphaScreen, primary screen; AlphaScreen His-mHTT/GST-CaM binding, luminescence; inhibition, % at 15 µM; hit rate 3.6% among 190,000; AID 1671202, 2021;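 note: 0% = both proteins with DMSO and 100% = one protein alone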
# Target sequence (P42858 whole entry, looked up, stated change not applied): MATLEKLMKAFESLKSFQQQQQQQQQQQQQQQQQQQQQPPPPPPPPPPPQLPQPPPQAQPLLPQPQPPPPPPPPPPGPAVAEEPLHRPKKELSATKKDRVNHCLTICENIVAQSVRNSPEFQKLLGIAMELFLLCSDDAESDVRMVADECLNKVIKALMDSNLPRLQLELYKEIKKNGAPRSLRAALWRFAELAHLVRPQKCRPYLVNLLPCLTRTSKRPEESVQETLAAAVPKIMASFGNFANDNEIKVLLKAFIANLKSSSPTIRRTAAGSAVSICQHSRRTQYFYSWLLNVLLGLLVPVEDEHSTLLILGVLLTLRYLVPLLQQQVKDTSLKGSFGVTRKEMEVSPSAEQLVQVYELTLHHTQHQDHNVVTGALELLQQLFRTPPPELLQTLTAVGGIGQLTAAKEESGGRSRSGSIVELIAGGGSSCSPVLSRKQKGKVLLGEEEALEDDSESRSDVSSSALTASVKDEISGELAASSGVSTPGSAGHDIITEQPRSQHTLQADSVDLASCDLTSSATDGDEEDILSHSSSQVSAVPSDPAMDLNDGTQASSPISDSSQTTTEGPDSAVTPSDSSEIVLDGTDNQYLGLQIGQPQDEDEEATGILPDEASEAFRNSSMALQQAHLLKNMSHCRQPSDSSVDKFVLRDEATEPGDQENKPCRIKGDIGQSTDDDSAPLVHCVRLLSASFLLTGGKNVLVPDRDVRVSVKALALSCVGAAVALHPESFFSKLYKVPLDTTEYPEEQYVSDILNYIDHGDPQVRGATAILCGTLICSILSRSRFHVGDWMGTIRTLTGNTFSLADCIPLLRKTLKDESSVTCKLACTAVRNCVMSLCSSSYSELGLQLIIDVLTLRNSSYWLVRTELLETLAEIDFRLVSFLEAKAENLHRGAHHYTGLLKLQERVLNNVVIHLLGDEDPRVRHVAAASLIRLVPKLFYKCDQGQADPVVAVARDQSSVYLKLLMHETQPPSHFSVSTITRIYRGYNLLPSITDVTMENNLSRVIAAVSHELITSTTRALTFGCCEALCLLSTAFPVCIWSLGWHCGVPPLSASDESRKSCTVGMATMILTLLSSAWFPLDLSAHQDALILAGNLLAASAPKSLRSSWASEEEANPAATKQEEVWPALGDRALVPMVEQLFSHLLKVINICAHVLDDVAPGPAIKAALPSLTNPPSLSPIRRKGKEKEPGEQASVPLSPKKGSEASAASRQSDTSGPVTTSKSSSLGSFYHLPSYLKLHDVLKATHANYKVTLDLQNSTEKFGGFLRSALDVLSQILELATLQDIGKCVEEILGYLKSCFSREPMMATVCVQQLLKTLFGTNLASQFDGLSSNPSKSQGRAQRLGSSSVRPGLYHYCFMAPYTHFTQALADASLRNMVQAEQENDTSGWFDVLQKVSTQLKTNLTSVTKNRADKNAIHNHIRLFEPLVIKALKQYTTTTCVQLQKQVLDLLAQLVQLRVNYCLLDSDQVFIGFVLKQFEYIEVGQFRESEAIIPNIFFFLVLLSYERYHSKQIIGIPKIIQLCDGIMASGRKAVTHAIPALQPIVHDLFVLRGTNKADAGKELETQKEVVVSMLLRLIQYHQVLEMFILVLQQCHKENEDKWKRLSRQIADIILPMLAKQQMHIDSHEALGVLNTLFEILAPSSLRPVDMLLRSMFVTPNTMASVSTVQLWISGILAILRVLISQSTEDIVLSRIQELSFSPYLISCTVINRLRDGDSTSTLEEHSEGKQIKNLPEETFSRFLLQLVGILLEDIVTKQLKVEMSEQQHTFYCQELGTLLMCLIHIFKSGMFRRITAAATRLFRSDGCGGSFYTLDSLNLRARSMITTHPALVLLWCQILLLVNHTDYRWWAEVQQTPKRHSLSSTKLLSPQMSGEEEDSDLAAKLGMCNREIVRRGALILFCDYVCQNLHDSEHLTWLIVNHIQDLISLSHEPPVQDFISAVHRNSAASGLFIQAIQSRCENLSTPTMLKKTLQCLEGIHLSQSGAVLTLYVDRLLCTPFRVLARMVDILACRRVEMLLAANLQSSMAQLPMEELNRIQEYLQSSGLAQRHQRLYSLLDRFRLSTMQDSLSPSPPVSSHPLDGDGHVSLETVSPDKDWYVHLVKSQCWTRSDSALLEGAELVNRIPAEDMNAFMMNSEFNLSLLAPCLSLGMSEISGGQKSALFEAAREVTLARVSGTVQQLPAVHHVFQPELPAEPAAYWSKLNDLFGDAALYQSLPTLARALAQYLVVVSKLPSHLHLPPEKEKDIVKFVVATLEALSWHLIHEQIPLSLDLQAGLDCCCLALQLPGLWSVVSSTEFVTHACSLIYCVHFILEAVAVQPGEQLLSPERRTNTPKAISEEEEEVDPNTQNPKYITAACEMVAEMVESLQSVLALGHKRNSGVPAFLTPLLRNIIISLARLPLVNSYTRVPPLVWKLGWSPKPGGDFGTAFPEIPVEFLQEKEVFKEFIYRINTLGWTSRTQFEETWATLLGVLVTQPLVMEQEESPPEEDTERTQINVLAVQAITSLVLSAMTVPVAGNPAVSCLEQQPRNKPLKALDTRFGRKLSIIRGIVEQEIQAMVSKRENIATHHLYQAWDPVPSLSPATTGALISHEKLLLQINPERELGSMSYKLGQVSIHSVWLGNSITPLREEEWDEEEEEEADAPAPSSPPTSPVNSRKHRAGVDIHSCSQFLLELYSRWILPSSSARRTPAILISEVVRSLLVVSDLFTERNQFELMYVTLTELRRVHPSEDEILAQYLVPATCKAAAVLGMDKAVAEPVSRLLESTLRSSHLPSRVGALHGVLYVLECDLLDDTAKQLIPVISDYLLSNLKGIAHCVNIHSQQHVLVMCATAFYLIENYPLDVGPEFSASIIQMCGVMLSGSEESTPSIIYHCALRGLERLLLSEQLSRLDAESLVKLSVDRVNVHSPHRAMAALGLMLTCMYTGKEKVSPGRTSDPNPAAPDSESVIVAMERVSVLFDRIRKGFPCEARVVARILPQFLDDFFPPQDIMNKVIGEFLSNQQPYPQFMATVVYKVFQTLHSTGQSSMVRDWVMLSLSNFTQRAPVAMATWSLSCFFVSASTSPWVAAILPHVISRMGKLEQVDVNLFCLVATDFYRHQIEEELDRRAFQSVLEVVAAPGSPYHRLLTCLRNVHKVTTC
# Pf apPOL inh = Pf-apPOL inhibitors, biochemical, fluorescence | inhibition, % at 10 µM | hit rate 0.25% among 210,000 | Recombinant Pf-apPOL, molecular beacon fluorescence, 1.5 h | AID 1794808, 2022
# * hit, by the source's call; . = no result given; & = joins results of further samples. Cut-off read from the data, not from the text of the source: active = inhibition above about 50%; inactive = the rest. Only part of the results is shown; rates above refer to the full screens.
SMILES,mHTT CaM bind,Pf apPOL inh
c1ccc(OCc2nc3ccccc3s2)cc1,-66.8,-1.4
C=CCn1c(SCC(=O)O)nnc1-c1sc2ccccc2c1Cl,2.7,-1.9
CN(C)c1cc2c(Nc3ccc4c(cnn4Cc4ccccc4)c3)ncnc2cn1,.,6.9
S=C(NCC1CCCO1)NN=Cc1cccnc1 (configuration not stated),.,3.3
COc1cc2c(cc1OC)C(C(=O)O)C(c1cc(Br)ccc1F)N(C)C2=O (configuration not stated),2.0,-6.9
CN1CCC(NCCC2(c3cccc(C(F)(F)F)c3)CCOC(C)(C)C2)CC1 (configuration not stated),-1.7,-6.5
O=[N+]([O-])c1cc(C=Nc2ccc(N3CCOCC3)cc2)ccc1Br,39.0,8.0
COc1ccc(OC)c(NS(=O)(=O)c2cc(Br)cc3c2N(C(C)=O)CC3)c1,29.0,-2.8
CC1CCCCN1S(=O)(=O)c1ccc(C(=O)Nc2nnc(-c3ccc(F)cc3)o2)cc1 (configuration not stated),9.0,-8.6
O=C(NCCCN1CCN(c2ccccc2)CC1)c1ccccc1Cl,-14.1,-5.1
COc1ccc(C2CCCN2C(=O)Nc2cccc(Cl)c2C)cc1 (configuration not stated),-8.5,-1.2
O=c1[nH]nc(-c2ccc(Cl)cc2)c2ccccc12,1.2,-8.0&0.4&-1.5
O=C(Nc1cc(-c2cccnc2)no1)c1ccc(F)c(F)c1,-10.2,0.0
Cn1nc(-c2nc(Cc3ccccc3)no2)c2c1CCN(C(=O)C1CCOC1)C2 (configuration not stated),3.2,-3.5
O=C(O)CCNc1ccc(C(F)(F)F)cc1[N+](=O)[O-],1.0,-3.1
Cc1ccc(-c2ncc(NC(=O)c3ccccc3C(F)(F)F)cn2)cc1,0.5,3.9
COc1cccc2c1c(NC(=O)c1cc(C)oc1C)nn2C,.,3.4
OCC1(CO)COC(c2ccccc2)OC1,-7.4,5.8
C=CCc1ccccc1OCCNCCN,0.8,-7.3
COc1ccc(C(=O)Nc2cc(C)on2)cc1,-1.9,-1.4
CNC(=O)C(=O)NCC1COC2(CCCCC2)O1 (configuration not stated),-0.8,-2.3
Cc1oc(C2CCN(C(=O)Nc3ccccc3F)CC2)nc1C(=O)N(C)C,-4.4,9.1
O=C(COc1ccc([N+](=O)[O-])cc1)Nc1sc2c(c1C(=O)NCC1CCCO1)CCCC2 (configuration not stated),-6.9,-10.0
O=C(NC1(C(=O)NC2CCCC2)CCCCC1)c1ccc(=O)[nH]c1,-3.0,-2.9
O=C(NCc1ccc(F)cc1)C(=O)NCC1CCN(Cc2cccs2)CC1,-6.0,-14.2
O=C(c1ccccc1)N1CCCC(c2nncn2-c2ccccc2)C1 (configuration not stated),-6.7,-1.3
CCOc1ccc(C2CC(c3cccc(OC)c3OC)n3nnnc3N2)cc1Cl (configuration not stated),45.0,-5.2
CCc1oc2cc(OC(C)=O)ccc2c(=O)c1-c1ccc2c(c1)OCCO2,-1.7,1.0
CN(C)CCN1C(=O)C(=O)C(=C(O)c2ccc(Cl)cc2)C1c1ccccc1 (configuration not stated),-0.8,-2.4
Cc1ccc(C2C3CSCC=C3C(C#N)=C(N)C2(C#N)C#N)cc1 (configuration not stated),3.0,0.3
Cc1ccc(CN2C(=O)NC3(CCN(C(=O)c4nn(C)c5ccccc45)CC3)C2=O)cc1,17.3,-6.7
O=C(Cn1nc(N2CCCCCC2)c2ccccc2c1=O)Nc1ccc(F)cc1,39.3,3.1
O=C(Nc1cccc(Br)c1)c1ccn(C(=O)Nc2ccc(Cl)cc2)n1,-4.0,-0.8
Cn1c(=O)n(Cc2ccccc2F)c(=O)c2cnc(-c3ccc(Cl)cc3)nc21,-7.2,0.1
O=C1CN(C(=O)NCc2cccs2)c2ccccc2N1,-16.2,-5.2
Cc1cc(C(=O)N2CCCCC2C(=O)NCc2ccc(F)cc2)no1 (configuration not stated),-1.1,-3.8
COc1ccc2c(c1)OC(=Cc1ccc(C)cc1)C2=O,-4.3,-0.1
O=C(/C=C/c1cccc([N+](=O)[O-])c1)Nc1cc2cc(Br)ccc2oc1=O,-4.0,-1.1
Cc1ccnc(N=Nc2cc(C)ccn2)c1,-4.1,.
CC1=C(C(=O)NCCCOC(C)C)C2(CCCCC2)OC1=O,-6.6,-0.8
COc1ccc(C2CC(c3cccc(F)c3)=NN2C(=O)CN2CCCCC2)cc1 (configuration not stated),36.7,-3.2
Cn1nc(-c2nc(Cc3ccccc3)no2)c2c1CCN(C(=O)C1(c3ccccc3)CC1)C2,-2.7,-6.2
CC1=C(C(=O)N2CCN(C(=O)c3ccco3)CC2)C2(CCCCC2)OC1=O,-4.9,1.0
CN(C)c1cccc(C(=O)N2CCC(CCOc3cccc(F)c3)CC2)c1,83.8*,-2.2
O=C(NC1CC1)c1cccc(OCC2CCCN(C(=O)C3(c4ccccc4)CC3)C2)c1 (configuration not stated),6.1,10.4
Cc1nnc(NC(=O)c2ccc(S(=O)(=O)Nc3cccc(C(F)(F)F)c3)o2)s1,-10.6,-1.1
COc1ccccc1CNC(=O)c1cc(S(=O)(=O)N2CCCC(C)C2)ccc1F (configuration not stated),-6.0,-2.4
COc1ccccc1CNC(=O)CSCc1ccc([N+](=O)[O-])cc1,3.8,1.6
O=C(Nc1nnc(Cc2ccccc2)s1)c1cccs1,0.0,-0.1
COc1ccc(NC(=O)CC(NCCC2=CCCCC2)C(=O)O)c(OC)c1 (configuration not stated),-0.9,-0.9
COc1ccccc1C1=N/C(=C\c2cccs2)C(=O)O1,0.0,-1.8
COc1ccc(C2=NN(C(=O)CCC(=O)O)C(c3ccccc3F)C2)cc1 (configuration not stated),20.0,5.2
N=C1SCC(=O)N1c1nccs1,2.1,.
COc1ccc(C2=C/C(=C\c3ccc(Br)cc3)C(=O)O2)c(OC)c1,-27.0,5.8
CN[C@H]1CC[C@@H](c2ccc(Cl)c(Cl)c2)c2ccccc21,.,1.5
O=C(Nc1nc2c(s1)CCCC2)C1CN(C(=O)c2c[nH]c3ccccc23)C1,29.3,5.0
NC(=O)NN=C1CCc2ccccc21,.,4.4
O=C(Nc1ccc2nsnc2c1)N1CCOCC1,-1.6,2.3
O=C(Nc1cnc(N2CCCC2)nc1)c1ccc(Cl)cc1,-3.2,-3.7
Cc1ccc(CC(=O)N2CCCC2c2nc(-c3cccc(Cl)c3)no2)cc1 (configuration not stated),60.6*,-4.0

# Next section; the last five above are carried over.
SMILES,mHTT CaM bind,Pf apPOL inh
O=C(Nc1nc2c(s1)CCCC2)C1CN(C(=O)c2c[nH]c3ccccc23)C1,29.3,5.0
NC(=O)NN=C1CCc2ccccc21,.,4.4
O=C(Nc1ccc2nsnc2c1)N1CCOCC1,-1.6,2.3
O=C(Nc1cnc(N2CCCC2)nc1)c1ccc(Cl)cc1,-3.2,-3.7
Cc1ccc(CC(=O)N2CCCC2c2nc(-c3cccc(Cl)c3)no2)cc1 (configuration not stated),60.6*,-4.0
N#Cc1c(N)nc(SCC(=O)NCc2ccccc2)c(C#N)c1-c1ccccc1Cl,12.0,-24.9
O=C(NC1CCCCCCC1)C1c2ccccc2C(=O)N1Cc1ccco1 (configuration not stated),16.0,-11.7
COc1ccc(NC(=O)N2CCc3cn(C)c4cccc(c34)C2)c(OC)c1,75.1*,-2.1
CCc1c(C(=O)NCc2ccncc2)c(C)nn1-c1ccccc1,4.7,3.1
CCOC(=O)C1CCCN(C(=O)C2CCN(c3cc(Cl)ccc3C)C2=O)C1 (configuration not stated),-5.4,-4.1
Cc1cccc(CNC(=O)c2ccc3c(c2)CC(=O)N3C)c1,8.5,-2.6
CCOc1ccc(C(=O)NCc2ccccc2)cc1,-3.5,0.3
COc1ccccc1C(=O)Nc1ccc2c(c1)OCCO2,-2.0,-3.6
O=C(NCC1(O)CCc2ccccc21)C1c2ccccc2Oc2ccccc21 (configuration not stated),-5.2,-8.7
C=C1CCN([C@@H](CC(C)C)C(=O)NCc2cc(OC)c(OC)c(OC)c2)S(=O)(=O)c2ccccc21,34.9,-5.1
O=C(NC1CCCC1)C1CCCN(c2cnn(Cc3ccccc3)c(=O)c2)C1 (configuration not stated),3.0,-7.8
NCCc1nc(-c2ccc(C(F)(F)F)cc2)no1,-15.3,1.8
O=C1N=C(c2ccccc2)S/C1=C/c1cccc(Br)c1,35.0,0.3
O=C(CC(C(=O)N1CCc2ccccc21)n1ccnc1)N1CCCCCC1 (configuration not stated),6.0,-5.9
O=S(=O)(Nc1ccc(-n2cccc2)cc1)c1cc(C(F)(F)F)cc(C(F)(F)F)c1,.,-6.0
COc1ccccc1/C=C/C(=O)Nc1nc2n(n1)C(c1ccccc1)C=C(c1ccccc1)N2 (configuration not stated),37.0,-3.6
Cc1cc(NC(=O)CSc2nnc(Cc3cc(=O)[nH]c(=O)[nH]3)n2-c2ccccc2)no1,-2.1,-5.1
O=C(OCCn1ncc2ccccc2c1=O)c1ccc(OC(F)(F)F)cc1,.,-31.2
CC1=C(C(=O)Nc2ccc(F)cc2C)C2(CCCCC2)OC1=O,-9.7,2.4
CCOc1ccc2nc(NC(=O)c3ccc4c(c3)OCO4)sc2c1,0.3,0.7
O=C(NCc1ccccc1)Nc1cccc(-c2ccc(N3CCCC3)nn2)c1,84.6*,-51.6
O=C(Nc1cccc(-c2nc3cc(Cl)ccc3o2)c1)c1ccc([N+](=O)[O-])o1,3.2,-6.2
O=C(NC1CCCCC1)OC[C@@H]1CSCCS(=O)(=O)N1,-6.1,-3.5
O=C(Nc1ccc2c(c1)OCO2)N1CCN(c2nc3ccc([N+](=O)[O-])cc3s2)CC1,-14.5,-7.3
CCCCCCCCCCCCS(=O)(=O)CCS(=O)(=O)OCC(F)(F)F,1.9,3.7
Nc1nc2n(n1)C(c1ccccc1)CC(c1ccccc1Cl)N2 (configuration not stated),8.2,-5.2
CCc1ccccc1NC(=O)c1cc(S(=O)(=O)NC2CCCCC2C)ccc1F (configuration not stated),4.0,4.5
Cc1c(NC(=O)c2ccc3c(c2)OCCO3)cccc1-c1nc2ncccc2o1,-4.0&2.5,-23.0&3.4
O=C(CN1CCC2(CC1)N=C(c1ccc(F)cc1)C(=O)N2)Nc1cc(F)ccc1F,-0.4,0.7
CC(=O)C1=C(C)OC(N)=C(C#N)C1c1cccc(Cl)c1Cl (configuration not stated),3.3,-14.6
COc1cc(OC)cc(C(=O)N2CCC(c3nc(CNC(C)=O)cs3)CC2)c1,-1.2,-1.3
OC(COc1ccc(N=Cc2ccc(Cl)cc2)cc1)CN1CCCCC1 (configuration not stated),.,-2.2
O=Nc1c(O)n(CN2CCCCC2)c2ccccc12,-1.0,-0.2
COc1ccc(C2=NC3(CCCCCC3)N(CC(=O)Nc3ccccc3)C2=O)cc1,0.2,-4.9
Cc1ccc(N2CCN(C(=O)C3CC(=O)N(c4cccc(NC(=O)C(C)C)c4)C3)CC2)cc1 (configuration not stated),19.4,-3.7
Cc1ccnc(N2CCCC(C(=O)N3CCN(c4ncccn4)CC3)C2)n1 (configuration not stated),-3.3,-6.4
CCOc1ccc(NC(=O)C2CC(=O)N(c3cccc(NC(C)=O)c3)C2)cc1 (configuration not stated),0.6,-0.5
NC(=O)c1cc(-c2ccccc2)sc1NC(=O)c1ccc([N+](=O)[O-])o1,15.8,4.2
CCc1ccc(NC(=O)c2ccc(S(=O)(=O)N(C)C)cc2)cc1,6.4,-14.9
OCCN1CCN(C2CCN(Cc3cc(Br)ccc3O)CC2)CC1,0.4,-24.8

# No new results follow: 3 of the compounds above.
SMILES,mHTT CaM bind,Pf apPOL inh
NC(=O)c1cc(-c2ccccc2)sc1NC(=O)c1ccc([N+](=O)[O-])o1,15.8,4.2
CCc1ccc(NC(=O)c2ccc(S(=O)(=O)N(C)C)cc2)cc1,6.4,-14.9
OCCN1CCN(C2CCN(Cc3cc(Br)ccc3O)CC2)CC1,0.4,-24.8

# Among those listed so far, 3 contain an aryl thioether with sulfur outside any ring:
SMILES,mHTT CaM bind,Pf apPOL inh
C=CCn1c(SCC(=O)O)nnc1-c1sc2ccccc2c1Cl,2.7,-1.9
N#Cc1c(N)nc(SCC(=O)NCc2ccccc2)c(C#N)c1-c1ccccc1Cl,12.0,-24.9
Cc1cc(NC(=O)CSc2nnc(Cc3cc(=O)[nH]c(=O)[nH]3)n2-c2ccccc2)no1,-2.1,-5.1

# Going on with the list:
SMILES,mHTT CaM bind,Pf apPOL inh
CCN1c2ccc(C)cc2C(=O)NC12CCN(C(=O)c1ccc(F)c(Cl)c1)CC2,9.0,-0.4
CCc1ccccc1NC(=O)Cn1cccc1-c1nnc(C2CC2)o1,-3.0,0.8
Cc1[nH]c2ccccc2c1CCNC(=O)/C(=C/c1ccc2c(c1)OCO2)NC(=O)c1ccccc1,75.0*,-7.7
CN1CCN(C(=O)C2CCc3sc(C(=O)N4CCCCC4)cc3C2)CC1 (configuration not stated),8.0,-0.9
O=C1OC(c2ccc(F)cc2)=N/C1=C\c1ccccc1Br,7.0,-6.7
O=C(c1ccc(Cl)cc1)N1CCC2(O)CCCCC2C1 (configuration not stated),2.2,-10.4
CCCC(=O)NCc1cccnc1-c1ccccc1,-2.3,-13.0
CCn1ccc2c(cc(C(=O)NCc3ccc(C(F)(F)F)cc3)n2C)c1=O,-3.5,-6.9
Cc1oc(C2CCN(C(=O)c3cc(F)ccc3F)CC2)nc1C(=O)N(C)C,-5.2,-4.1
Cc1ccnc(N2CCCC(C(=O)NCc3ccc(N(C)C)cc3)C2)n1 (configuration not stated),-8.1,-0.4
Cc1ccnc(NC(=O)C(NC(=O)C2CCCCC2)C(C)C)c1 (configuration not stated),-2.0,2.4
O=C(O)C1CCCC1C(=O)O (configuration not stated),.,-4.6
O=C(NCCc1cscn1)C1CSCN1C(=O)c1ccccc1Br (configuration not stated),-3.1,-1.0
COc1cc(-c2n[nH]c(=S)n2-c2ccc3c(c2)OCO3)cc(OC)c1OC,1.1,.
CC1(C)CC(CCC(=O)Nc2ccccc2Cl)C(=O)O1 (configuration not stated),-3.0,-3.9
O=C(O)c1ccc(N2CCCC2)c([N+](=O)[O-])c1,1.8,1.9
O=Cc1ccc(-c2cc(C(=O)O)cc(C(=O)O)c2)o1,0.1,-6.3
